# Compound activity as filed in PubChem.
# PLCg1 inh – inhibitors of human phospholipase C gamma1. P19174. purified PLC-gamma1, fluorogenic substrate, fluorescence. inhibition, % at 12.2 µM. actives 0.84% (n = 370,000). AID 720700; in the data active means inhibition above about 9.5%
# PLC-beta3 inh – PLC-beta3 (human) inhibition, primary screen; Purified PLC-beta3, fluorogenic substrate, fluorescence; inhibition, % at 12.2 µM; actives 0.18% (n = 370,000); AID 720704; in the data active means inhibition above about 11%;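 further: 0% = median of compound wells on plate and 100% = full blocker control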
# ssDAF-12 act – activates DAF-12 receptor from parasite S. stercoralis; activation, % at 6.8 µM; actives 1% (n = 370,000); AID 652126; HEK293 ssDAF-12/GRIP1 lit1-tk-luc reporter, luminescence; % of 3 µM dafachronic acid response;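 active means activation above the mean over all tested compounds plus 3 SD, cut at about 0.9% in these data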;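 further: 0% = DMSO-only wells and 100% = 3 µM delta7-dafachronic acid wells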
# DAX1 inh-1 – inhibitors of human orphan nuclear receptor DAX1 (NR0B1) | HEK293 Gal4-DAX1 luciferase reporter, luminescence | inhibition, % at 6.75 µM | actives 0.99% (n = 340,000) | AID 504766;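 active means inhibition above the mean over all tested compounds plus 3 SD, cut at about 4.2% in these data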;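 further: 0% = DAX1-transfected cells with DMSO and 100% = empty-vector control cells with DMSO; inhibition shows as a rise in luminescence from relieved DAX1 repression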
# Target sequence (P51843 207-470 limits assumed): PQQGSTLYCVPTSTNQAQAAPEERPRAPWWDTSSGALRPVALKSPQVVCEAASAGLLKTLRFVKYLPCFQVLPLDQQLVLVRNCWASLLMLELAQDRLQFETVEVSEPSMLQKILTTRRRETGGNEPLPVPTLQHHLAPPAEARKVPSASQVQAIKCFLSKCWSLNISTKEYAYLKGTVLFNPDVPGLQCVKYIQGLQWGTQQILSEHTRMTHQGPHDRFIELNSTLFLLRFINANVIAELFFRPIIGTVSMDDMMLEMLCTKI
# hgDAF12 agonist – agonists of H. glycines DAF-12 nuclear receptor; actives 1.8% (n = 370,000); HEK293 GAL4-hgDAF12 UAS-luciferase reporter, agonist luminescence; normalized to butyrate control; activation, % at 6.8 µM; AID 687014;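 active means activation above a cutoff set at the mean of all screened compounds plus 3 SD, cut at about 10% in these data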;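 further: 0% = DMSO wells and 100% = sodium butyrate wells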
# SMARCA2 activ – increases SMARCA2 function in MMTV reporter cells | MG213 cells, MMTV-luciferase reporter, dexamethasone, overnight | activation, % at 9.1 µM | actives 1% (n = 370,000) | AID 652017; in the data active means activation above about 7.8%;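 further: 0% = vehicle wells and 100% = reference activator wells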
# ADAM17 inh – inhibits human ADAM17; P78536; inhibition, % at 6.95 µM; actives 0.83% (n = 370,000); AID 720648; recombinant ADAM17, EDANS/DABCYL FRET peptide cleavage;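 active means inhibition above the mean of compounds lying between control limits plus 3 SD, set per campaign, cut at about 8.5% in these data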;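 further: 0% = DMSO-only wells as the low control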
# Target sequence (P78536 215-824 limits assumed): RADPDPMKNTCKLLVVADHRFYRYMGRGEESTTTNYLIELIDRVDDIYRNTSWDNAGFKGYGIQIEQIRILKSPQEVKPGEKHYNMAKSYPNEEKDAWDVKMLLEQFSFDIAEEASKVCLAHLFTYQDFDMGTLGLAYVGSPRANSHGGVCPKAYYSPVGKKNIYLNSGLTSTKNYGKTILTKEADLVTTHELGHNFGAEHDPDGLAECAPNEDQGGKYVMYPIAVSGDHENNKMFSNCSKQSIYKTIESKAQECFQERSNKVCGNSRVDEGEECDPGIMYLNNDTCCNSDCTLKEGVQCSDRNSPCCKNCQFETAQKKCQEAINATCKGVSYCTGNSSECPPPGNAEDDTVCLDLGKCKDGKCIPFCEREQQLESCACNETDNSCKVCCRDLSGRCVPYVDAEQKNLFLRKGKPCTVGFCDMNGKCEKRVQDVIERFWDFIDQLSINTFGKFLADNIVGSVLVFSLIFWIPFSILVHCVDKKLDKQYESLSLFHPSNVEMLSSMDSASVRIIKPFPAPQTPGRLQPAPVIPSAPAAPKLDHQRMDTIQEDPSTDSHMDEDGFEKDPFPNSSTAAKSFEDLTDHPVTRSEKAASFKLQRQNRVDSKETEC
# Rev-erbA mod – Rev-erb alpha (human) modulation. activity, % at 10 µM. actives 0.79% (n = 370,000). Rev-erbα–FITC-DNA binding, fluorescence polarization, 90 min. P20393;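 active means activity above about 14%, limit read from the data; passing the limit was not always enough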;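 further: 0% = DMSO wells with 35 nM protein and 100% = DMSO wells with 750 nM protein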
# MBD2 inh – blocks human MBD2 binding to methylated DNA; Q9UBB5; TR-FRET, MBD2 binding to methylated oligonucleotide; inhibition, % at 4.4 µM; actives 0.31% (n = 370,000); AID 686964; in the data active means inhibition above about 13%
# DAX1 inh-2 – blocks DAX1 repression of SF-1 activated StAR promoter. inhibition, % at 6.8 µM. actives 1.1% (n = 370,000). AID 652010. HEK293T StAR-luciferase reporter, SF-1/DAX-1 repression relief;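 active means inhibition above the mean over all tested compounds plus 3 SD, cut at about 3.6% in these data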;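 further: 0% = DAX-1 cells with DMSO and 100% = cells lacking DAX-1 with DMSO; higher inhibition means more luminescence from relief of DAX-1 repression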
# hcDAF-12 act – activators of H. contortus DAF-12 nuclear receptor | actives 1.4% (n = 370,000) | HEK293 hcDAF-12 lit1-tk-luc reporter, luminescence; 0% DMSO, 100% Δ7-dafachronic acid | activation, % at 6.8 µM | AID 652067;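 active means activation above the mean of all tested compounds plus 3 SD, cut at about 5.5% in these data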;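 further: 100% = response to 3 µM Δ7-dafachronic acid high control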
# * = called active by the depositor; i = inactive; . = no result given.
SMILES,PLCg1 inh,PLC-beta3 inh,ssDAF-12 act,DAX1 inh-1,hgDAF12 agonist,SMARCA2 activ,ADAM17 inh,Rev-erbA mod,MBD2 inh,DAX1 inh-2,hcDAF-12 act
COc1cccc(C2(O)CCN(CC(=O)Nc3nc(C)cs3)CC2)c1,1,3,-1.6,-0.1,-0.9,-1,-1,6,0,-0.3,-0.1
CN1CC2CN(Cc3ccccc3)S(=O)(=O)C2C1 (stereo not drawn),-2,4,-0.7,.,3.5,-3,-4,4,-1,-0.5,-1.1
COC(=O)C1=C(c2ccc(F)cc2OCc2ccccc2)C[C@@H]2CC[C@H]1N2C(=O)N1CCCC1,-2,1,-1.7,-1.6,0.9,0,1,-1,-4,-1.3,-1.9
O=C(CCC(=O)N1CC2C[C@@H](C1)Cn1c2cccc1=O)NCCc1ccccc1,1,3,-1.2,0.9,1.2,0,0,8,-1,-0.6,1.2
CNC(=S)NC1CC2CCCC(C1)N2CC(C)C (stereo not drawn),4,8,-1.4,0.1,-0.9,2,1,-1,-4,-0.1,-1.9
O=C(COC(=O)c1ccc(O)cc1)Nc1ccc(Cl)cc1C(=O)c1ccccc1,1,-1,-1.4,-1.0,-1.7,1,8,1,-3,-0.6,-0.3
CCOCC(=O)NC1CCSC1=O (stereo not drawn),-2,-2,-0.8,1.1,0.5,-3,-4,2,3,-0.1,0.0
CN1CCN(Cc2cn(C)c3ccccc23)CC1CCO (stereo not drawn),0,-6,-0.9,-1.9,0.1,-2,0,0,5,-0.1,2.7
CN1CCC2(CC1)c1ccccc1-c1ccccc12,-1,-3,-1.1,-1.1,1.6,-1,0,9,4,-1.0,-0.5
CC(=O)Nc1ccc([As](=O)(O)c2ccc([N+](=O)[O-])cc2)cc1,1,-4,-1.9,-0.6,-3.3,-3,-4,-6,-1,0.0,1.5
Cn1cc(C=C2C(=O)NC(=O)NC2=O)c2ccccc21,-1,-3,-0.3,-0.4,0.1,2,-6,3,3,-0.4,5.3
c1ccc2c(CCN3CCCCC3)c[nH]c2c1,-23,-30,-0.2,.,1.7,-3,-9,-1,-5,0.1,4.1
O=c1[nH]c(=S)n(Cc2ccc(F)cc2)c(O)c1C=NCc1ccc2c(c1)OCO2,0,-5,-1.3,2.0,0.1,1,-3,25*,2,0.0,-0.3
O=C1NCN(c2ccccc2)C12CCN(C(CCc1ccccc1)c1nnnn1C1CCCC1)CC2 (stereo not drawn),11*,8,-0.3,.,2.3,-4,8.8*,-1,4,0.2,-0.7
Cc1cc(OCc2nn[nH]n2)c2c3c(c(=O)oc2c1)CCC3,-211,-277,-1.5,0.3,-1.3,-2,-244,0,2,-0.9,1.5
Cc1ccc(OCC(=O)N2CCN(C3CCC(c4ccccc4)CC3)CC2)cc1 (stereo not drawn),-5,-9,-1.3,-0.3,-0.7,-1,-2,-3,0,1.1,-0.6
CC(=O)c1c(C)n(CCCOC(C)C)c2ccc(O)cc12,1,3,-1.1,-0.6,-2.1,1,1,10,0,0.0,-0.6
O=c1[nH]c(=S)n(CCC2=CCCCC2)c(O)c1C=NCc1cccnc1,1,0,-1.3,0.7,0.3,-1,-2,2,-2,-0.3,0.7
COc1ccccc1-n1c(-c2ccccc2F)nc2ccccc2c1=O,2,-7,-0.9,2.0,-3.5,-3,-6,-3,0,0.1,2.2
COc1ccc(CC2C(=O)NC(=O)N(c3ccccc3)C2=O)c(OC)c1 (stereo not drawn),0,5,-0.6,-0.4,-0.9,-1,1,2,-1,-0.1,-0.5
O=C1NC(=O)C(=Cc2ccc3c(c2)OCO3)C(=O)N1,-6,-4,-1.3,.,3.4,-2,-3,-2,0,-0.4,-1.7
COC(=O)C1=C(c2ccc(OC(F)(F)F)cc2)C[C@@H]2CC[C@H]1N2C(=O)N1CCCCC1,6,3,-1.8,-2.6,-4.9,-1,1,-2,2,-2.0,-3.8
CC(O)(CS(=O)(=O)c1cccc(C(F)(F)F)c1)C(=O)Nc1ccc(C(F)(F)F)cc1 (stereo not drawn),0,1,-0.9,-0.3,-2.2,-1,4,2,-6,-0.6,-1.3
COC(=O)C1=C(c2ccccc2)C[C@@H]2CC[C@H]1N2C(=O)NCc1ccc(C(F)(F)F)cc1,4,5,-1.1,2.3,-1.8,0,3,2,2,0.1,0.1
COCCCn1c(N)c(C(=O)NCCC(C)C)c2nc3ccccc3nc21,i,i,0.8,-0.8,-3.3,-3,-234,7,3,-1.9,-0.6
N#CC(C#N)=NNc1ccc(S(N)(=O)=O)cc1,4,-2,-0.9,0.7,2.2,-3,2,6,-6,-0.1,-1.0
CCN(CCO)c1ccc(N=Cc2c(O)n(C)c(=S)[nH]c2=O)cc1,-2,-6,-0.4,.,0.2,-1,-3,1,-2,-0.6,0.4
CCOC(=O)c1ccccc1NC(=O)c1c(O)[nH]c(=S)[nH]c1=O,-3,-3,-1.2,0.0,-1.4,0,-1,-3,-1,-0.1,0.1
O=Cc1c(C(=O)O)n(Cc2ccc(F)cc2Cl)c2ccccc12,-4,-7,-1.4,0.3,-0.8,0,-5,4,0,-0.1,-0.2
CCCNC(=O)N1[C@H]2CC[C@@H]1C(C(=O)OC)=C(c1cc3ccccc3o1)C2,0,0,-1.1,-1.4,-0.9,-1,-5,-1,2,-0.4,-1.6
O=[N+]([O-])c1ccc2c(c1)Cc1cc(O)ccc1-2,-54,-76,-1.2,1.8,3.1,-4,5,-2,0,0.0,1.4
COc1ccc(O)c(C(C)(C)C)c1,2,-2,-1.3,-0.3,0.1,-5,-6,2,-5,1.0,-0.8
Cn1cccc1/C=C1/C(=O)NC(=O)N(Cc2ccc(F)cc2)C1=O,-3,-15,-1.1,2.8,-1.5,-3,0,1,-1,0.1,0.2
CCN(CC)C(=O)c1ccc(NC(=O)CCCSc2ccccc2)cc1,-2,-11,-1.8,0.1,0.0,-3,-3,4,3,-0.2,0.1
CNCC(=O)c1ccc(O)c(O)c1,-2,-4,-1.3,.,-0.8,2,-2,-3,-8,1.5,-3.8
CC(C)Sc1nnc([C@@H](N)Cc2ccccc2)o1,0,2,-1.5,1.5,4.3,-3,-7,1,1,-0.5,2.4
Nc1ccc2ccc3cccc[n+]3c2c1,i,i,-0.6,-0.2,-2.3,-1,-22,127*,-84,0.0,0.9
CCN(CC(=O)Nc1ccc(NC(C)=O)cc1)C(=O)CSC(c1ccccc1)c1ccccc1,3,-8,-1.6,-0.8,-1.6,-2,-2,1,0,0.1,-1.7
CCOC(=O)[C@]12Cc3cc4ccccc4cc3[C@H]1N(Cc1ccccc1)C(=O)c1ccccc12,2,1,-1.4,.,-1.6,-5,0,2,0,0.3,-0.2
Cc1nc2ccc(Cl)cc2c(-c2ccccc2)c1C(=O)O,0,-2,-0.7,-0.6,-1.0,2,0,-6,-5,0.4,-1.2
CCOC(=O)C1CCN(/C=C2/C(=O)NC(=O)N(c3cccc(C)c3C)C2=O)CC1,5,0,0.6,0.9,1.1,-2,-4,-4,2,-0.5,1.9
COC(=O)C1=C(c2ccc(F)cc2OCc2ccccc2)C[C@@H]2CC[C@H]1N2C(=O)N1CCOCC1,0,4,-1.6,-0.1,4.3,0,1,-1,-3,-0.7,-2.3
CCOC(=O)CC1=C(C(=O)OCC)C2(C(=O)Nc3ccccc32)C(C#N)=C(N)O1 (stereo not drawn),1,-4,-0.7,-0.4,0.6,0,-4,5,-6,0.0,-1.1
Clc1ccc(C(c2ccccc2)c2ncc[nH]2)cc1 (stereo not drawn),0,1,-1.0,-0.2,0.6,0,-1,-2,-1,-0.7,-3.2

# Of the compounds above, these have an NH in an aromatic ring:
SMILES,PLCg1 inh,PLC-beta3 inh,ssDAF-12 act,DAX1 inh-1,hgDAF12 agonist,SMARCA2 activ,ADAM17 inh,Rev-erbA mod,MBD2 inh,DAX1 inh-2,hcDAF-12 act
c1ccc2c(CCN3CCCCC3)c[nH]c2c1,-23,-30,-0.2,.,1.7,-3,-9,-1,-5,0.1,4.1
O=c1[nH]c(=S)n(Cc2ccc(F)cc2)c(O)c1C=NCc1ccc2c(c1)OCO2,0,-5,-1.3,2.0,0.1,1,-3,25*,2,0.0,-0.3
Cc1cc(OCc2nn[nH]n2)c2c3c(c(=O)oc2c1)CCC3,-211,-277,-1.5,0.3,-1.3,-2,-244,0,2,-0.9,1.5
O=c1[nH]c(=S)n(CCC2=CCCCC2)c(O)c1C=NCc1cccnc1,1,0,-1.3,0.7,0.3,-1,-2,2,-2,-0.3,0.7
CCN(CCO)c1ccc(N=Cc2c(O)n(C)c(=S)[nH]c2=O)cc1,-2,-6,-0.4,.,0.2,-1,-3,1,-2,-0.6,0.4
CCOC(=O)c1ccccc1NC(=O)c1c(O)[nH]c(=S)[nH]c1=O,-3,-3,-1.2,0.0,-1.4,0,-1,-3,-1,-0.1,0.1
Clc1ccc(C(c2ccccc2)c2ncc[nH]2)cc1 (stereo not drawn),0,1,-1.0,-0.2,0.6,0,-1,-2,-1,-0.7,-3.2

# Not all compounds are listed; count on the stated rates, not on these rows.
